# Screens from PubChem.
# FBW7 act = human FBW7 E3 ligase activation, primary screen; Q969H0; AlphaScreen FBW7–phospho-cyclin E peptide binding, activator screen; normalized activity (activation), % at 26.1 µM; 0.13% of 650,000 active; AID 1259310; in the data active means normalized activity above about 1.9%;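 further: purified mutant Fbw7 with reduced substrate affinity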
# GPR151 activ = activates the human receptor GPR151 | Q8TDV0 | PathHunter beta-arrestin GPR151 cells, luminescence | activation, % at 11.2 µM | 1% of 650,000 active | AID 1508602; in the data active means activation above about 4.9%;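 further: 0% = median of compound wells and 100% = cells with positive control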
# Target sequence (Q8TDV0 whole entry, looked up): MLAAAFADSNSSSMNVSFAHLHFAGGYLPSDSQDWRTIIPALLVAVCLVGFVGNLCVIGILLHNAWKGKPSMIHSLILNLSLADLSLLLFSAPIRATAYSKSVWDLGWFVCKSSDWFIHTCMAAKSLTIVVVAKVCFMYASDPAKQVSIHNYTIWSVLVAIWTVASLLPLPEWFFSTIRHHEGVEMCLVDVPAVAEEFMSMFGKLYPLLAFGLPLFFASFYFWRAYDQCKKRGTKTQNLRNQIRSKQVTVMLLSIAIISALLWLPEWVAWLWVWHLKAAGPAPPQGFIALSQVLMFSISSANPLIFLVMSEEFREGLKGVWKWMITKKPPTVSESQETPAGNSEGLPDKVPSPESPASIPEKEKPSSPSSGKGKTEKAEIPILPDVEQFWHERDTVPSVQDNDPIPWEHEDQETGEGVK
# MITF primary = inhibitors of human MITF; O75030; AlphaScreen MITF homodimerization, bead proximity signal; inhibition, % at 2.6 µM; 0.91% of 650,000 active; in the data active means inhibition above about 50%;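 further: 0% = vehicle wells with protein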
# Target sequence (O75030 whole entry, looked up): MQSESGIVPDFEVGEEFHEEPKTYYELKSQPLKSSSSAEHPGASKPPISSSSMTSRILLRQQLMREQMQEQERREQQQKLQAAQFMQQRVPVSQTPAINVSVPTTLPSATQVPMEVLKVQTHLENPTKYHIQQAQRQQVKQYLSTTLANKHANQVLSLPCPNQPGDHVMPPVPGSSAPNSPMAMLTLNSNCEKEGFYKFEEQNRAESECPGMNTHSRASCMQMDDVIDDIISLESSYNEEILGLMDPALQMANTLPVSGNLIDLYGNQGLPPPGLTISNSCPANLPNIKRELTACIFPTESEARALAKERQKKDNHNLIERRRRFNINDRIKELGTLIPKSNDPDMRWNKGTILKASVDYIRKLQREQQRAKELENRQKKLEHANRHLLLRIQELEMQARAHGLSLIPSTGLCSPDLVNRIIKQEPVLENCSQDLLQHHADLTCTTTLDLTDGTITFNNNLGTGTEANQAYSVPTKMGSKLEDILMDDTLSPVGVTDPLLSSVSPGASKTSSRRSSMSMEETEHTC
# TEAD-YAP inh = TEAD-YAP interaction inhibition; HEK-TIYL cells, TEAD-Gal4/YAP UAS-luciferase luminescence; inhibition, % at 9.12 µM; 1.4% of 640,000 active; in the data active means inhibition above about 32%;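 further: 0% = median of test compound wells and 100% = reference inhibitor wells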
# An asterisk follows results filed as active.
SMILES,FBW7 act,GPR151 activ,MITF primary,TEAD-YAP inh
CC(C)CCn1c(SCCCO)nc2c1c(=O)[nH]c(=O)n2C,0.0,0.3,-7,-1
COc1ccc(N2C(=O)C(Cl)=C(Nc3ccc(C)c(Cl)c3)C2=O)cc1,-0.1,2.1,2,-2
O=C(CN1CCC(O)(c2ccccn2)CC1)Nc1ccc(Cl)c(Cl)c1,0.0,-0.8,11,0
O=C(Cn1c(CO)nc2ccccc21)Nc1cc(C(F)(F)F)ccc1N1CCOCC1,0.1,-1.6,7,-3
CN(C)c1nc(N2CCOCC2)c2cnn(C)c2n1,0.0,0.4,9,-1
Cc1ccc(NC(=O)C(NC(=O)C2CCC(C)CC2)C(C)C)nc1 (configuration not stated),0.1,0.7,11,-2
CCn1c(=O)c2c(nc3n(Cc4ccc(OC)cc4)c(C)c(C)n23)n(C)c1=O,0.0,4.0,-1,3
OCCNc1nc(Nc2ccncn2)nc2c1ncn2-c1ccccc1,0.1,0.3,9,3
CCOc1ccc(S(=O)(=O)NC)c2ccccc12,-0.2,0.1,-3,-18
CC(C)(C)c1ccc(NS(=O)(=O)c2ccccc2[N+](=O)[O-])cc1,0.2,-1.0,-2,-31
CCOc1ccc(Br)cc1CNC,0.1,0.6,6,-3
COc1ccc(C(=O)NCCS(=O)(=O)NC(C)(C)C)cc1,0.7,0.1,11,-2
Cc1ccc(N=c2oc3ccc(Br)cc3cc2-c2nc3ccccc3[nH]2)cc1,0.0,1.0,1,-10
CC(=O)Nc1ccc(NC(=O)CSc2ccc3ccccc3c2)cc1,0.1,1.4,7,2
Oc1ccccc1CNCC1CCCO1 (configuration not stated),-0.1,-0.1,7,8
CCn1cc(SCC(=O)Nc2c(C)cc(C)cc2C)c2ccccc21,0.7,-1.4,18,7
CC1=C(C(=O)OCCc2ccccc2)C(c2ccc(F)cc2)C2=C(CC(C)(C)CC2=O)N1 (configuration not stated),-0.1,0.5,0,-1
CC(C)C1=NN2C(=N)/C(=C/c3ccc(-c4ccc(F)c(Cl)c4)o3)C(=O)N=C2S1,-0.1,-0.7,7,1
COc1ccc(Br)cc1S(=O)(=O)NC1CCCCC1C (configuration not stated),-0.1,0.6,1,-4
COc1cc(C(=O)NCCn2c(C)cc3ccccc32)cc(OC)c1OC,-0.3,0.6,4,1
Cc1ccc2c(c1)CN(CCNC(=O)Cc1c[nH]c3ccccc13)CC(C)O2 (configuration not stated),0.5,-1.1,24,0
CC1(C)CC(=O)C/C(=N\Nc2n[nH]c(=O)[nH]c2=O)C1,-0.4,0.0,2,12
O=C(c1cccnc1)C1CCCN(C(=O)C2CC(Cc3ccccc3Cl)=NO2)C1 (configuration not stated),0.0,0.8,14,-63
O=C(CN1CCC(NC(=O)Nc2ccccc2)CC1)Nc1ccccc1F,1.4,-0.8,14,-7
C/C(Cn1nnc([N+](=O)[O-])n1)=N/NC(=O)c1c[nH]c2ccccc12,0.0,-1.2,0,-25
COc1ccc(C(=O)/C=C/Nc2ccc(C)cc2)cc1OC,-0.2,0.0,-6,22
CCC(C)(C)C(=O)Nc1ccc(S(N)(=O)=O)cc1,-0.1,-1.4,9,-4
Cc1nn(-c2ccccc2Cl)c2c1C(=O)CC(C)(C)C2,0.1,0.9,-6,-5
COC(=O)c1ccc(Nc2cc(C)nc3ccc(OC)cc23)cc1,0.2,-1.5,20,36*
CCOc1ccc(N2C(=O)c3ccccc3NC2c2cccc(Br)c2)cc1 (configuration not stated),-0.2,-0.8,3,5
COc1ccccc1Nc1nc2ccccc2n1C,-0.2,-4.1,-3,-12
O=C(COC(=O)c1c[nH]c(=O)[nH]c1=O)Nc1ccccc1F,0.1,-1.9,11,3
COc1ccc(C(CNC(=O)c2ccc(Br)s2)N2CCCC2)cc1 (configuration not stated),0.0,0.3,6,3
O=C1NC(c2ccc(Cl)cc2)C(C(=O)c2ccco2)=C1O (configuration not stated),-0.1,-0.5,-5,-6
CC(C)CC(NC(=O)OC(C)(C)C)C(=O)N1CCCC1C(N)=O (configuration not stated),0.1,1.4,10,-8
Cc1cnc(Nc2ccncc2)nc1NCCCN1CCCC1=O,-0.1,3.6,2,-7
CCC1CCCCN1C(=O)c1ccc([N+](=O)[O-])cc1Cl (configuration not stated),0.2,-1.0,12,7
COC(=O)c1ccc(NC(=O)Cn2cnc3c(cnn3-c3ccccc3)c2=O)cc1,0.2,1.9,1,16
CCOC(=O)c1ccc(N2N=C(C)/C(=C/c3ccc(C)o3)C2=O)cc1,0.4,-0.9,6,-2
CC(CSc1ncccn1)Cn1c(N2CCN(C)CC2)nc2c1c(=O)[nH]c(=O)n2C (configuration not stated),-0.3,0.6,-13,4

# Next part (5 carried over from the part before).
SMILES,FBW7 act,GPR151 activ,MITF primary,TEAD-YAP inh
Cc1cnc(Nc2ccncc2)nc1NCCCN1CCCC1=O,-0.1,3.6,2,-7
CCC1CCCCN1C(=O)c1ccc([N+](=O)[O-])cc1Cl (configuration not stated),0.2,-1.0,12,7
COC(=O)c1ccc(NC(=O)Cn2cnc3c(cnn3-c3ccccc3)c2=O)cc1,0.2,1.9,1,16
CCOC(=O)c1ccc(N2N=C(C)/C(=C/c3ccc(C)o3)C2=O)cc1,0.4,-0.9,6,-2
CC(CSc1ncccn1)Cn1c(N2CCN(C)CC2)nc2c1c(=O)[nH]c(=O)n2C (configuration not stated),-0.3,0.6,-13,4
CC(C)CCC1=NN(C(=O)c2ccc(N(C)C)cc2)C(O)(C(F)(F)F)C1 (configuration not stated),0.7,0.0,-11,-15
COCCCNC(=S)Nc1ccccc1Cl,0.2,2.9,12,-2
Cc1cc2c(N(C)C3CCCCC3)ncnc2s1,0.0,2.3,-5,-14
CC[C@@H](Cn1ncc2ccccc2c1=O)NC(=O)Cc1ccc(OC)cc1,0.0,0.3,-7,0
O=C(COc1ccc([N+](=O)[O-])cc1)Nc1ccc(NC(=O)c2cccc(Cl)c2)cc1,-0.1,-0.4,7,15
COc1ccc(OC)c(-n2c(=S)[nH]c3cc(C(=O)N(C)Cc4ccccc4)ccc3c2=O)c1,0.6,0.6,2,-2
Cc1ccc(N2CCN(C(=S)c3ccc(N(C)C)cc3)CC2)cc1,-0.1,-0.9,7,-12
C=CCOc1ccc2c(C(F)(F)F)cc(=O)oc2c1C,-0.1,2.8,1,4
CCCN(CCC)S(=O)(=O)c1ccc(C(=O)OCCN2C(=O)c3cccc4c(N5CCCCC5)ccc(c34)C2=O)cc1,1.0,0.5,17,1
Cc1ccc2nc(N3CCN(c4ccccc4Cl)CC3)nc(-c3ccccc3)c2c1,0.0,2.9,8,-6
CN1CCN(C(=O)c2ccc(-c3nc(Nc4ccccc4)c4ncn(Cc5ccc(C(F)(F)F)cc5)c4n3)cc2)CC1,0.0,-0.2,-6,-7
O=C(Nc1nnc(-c2ccc(Cl)cc2)s1)c1cc(Cl)ccc1Cl,-0.1,-0.5,6,-7
CC(=O)N1CCN(c2c(C)c(C)nc3c(-c4ccc(C)cc4)c(C)nn23)CC1,-0.1,0.5,-6,-5
CC(=O)Nc1ccc(S(=O)(=O)N(CC#N)CC#N)cc1,0.0,-1.0,-2,4
COc1cc(NC(=O)c2ccccc2)c(OC)cc1NC(=O)CCCOc1ccccc1,-0.2,-1.4,-5,-2
CC(C)Oc1ccc(CNCc2c(C(=O)O)n(Cc3ccccc3F)c3ccccc23)cc1,0.1,-1.0,12,7
COc1ccc(CN2CCN(Cc3ccc4c(c3)OCCO4)CC2CCO)cc1C (configuration not stated),0.0,-0.1,2,0
N#Cc1ccc(C(=O)Nc2ccc([N+](=O)[O-])cc2Cl)c(F)c1,-0.2,0.9,16,-5
COc1ccc(NC(=O)c2cc(C)no2)cc1OC,-0.1,0.3,3,9
CCCNC(=O)Cn1cnc2sc(C(=O)N3CC(C)CC(C)C3)c(C)c2c1=O (configuration not stated),0.1,-0.4,4,7

# Compounds listed so far with a cyano group (2):
SMILES,FBW7 act,GPR151 activ,MITF primary,TEAD-YAP inh
CC(=O)Nc1ccc(S(=O)(=O)N(CC#N)CC#N)cc1,0.0,-1.0,-2,4
N#Cc1ccc(C(=O)Nc2ccc([N+](=O)[O-])cc2Cl)c(F)c1,-0.2,0.9,16,-5

# The list goes on.
SMILES,FBW7 act,GPR151 activ,MITF primary,TEAD-YAP inh
O=C(NNC(=O)c1cccc(Cl)c1)C(=O)N1CCCCC1,0.2,1.4,18,10
Cc1c(Cl)cccc1N1COc2ccc3ccccc3c2C1,-0.3,0.8,-4,-1
Cc1ccc(NC(=O)COc2ccccc2)c(C)c1,0.1,0.5,14,-43
Cc1cccc(N(CC(=O)N2CCC(C)CC2)S(C)(=O)=O)c1C,0.1,-0.8,4,2
Cc1ccc(C)c(-n2c3nc(=O)[nH]c(=O)c-3cc3ccccc32)c1,-0.1,1.3,8,-1
Brc1ccc2nc(NCc3ccccn3)nc(-c3ccccc3)c2c1,0.8,-1.8,-8,-12
COc1ccc(CC(=O)Nc2c3c(nn2C(C)(C)C)CS(=O)C3)cc1OC (configuration not stated),0.0,-0.1,9,-2
O=C(C1=CCCC1)N1CCCC(N2CCN(c3ccccc3)CC2)C1 (configuration not stated),0.0,-0.7,1,6
CC1=C(C(=O)OC2CCCC2)C(c2ccc3c(c2)OCO3)NC(=O)N1 (configuration not stated),-0.1,0.9,2,-9
CCOc1ccc(N2C(=O)C3CC=CC(C)C3C2=O)cc1 (configuration not stated),0.1,0.8,-5,-7
CCOc1ccc(C(=O)Nc2ccc(Cl)c(NC(=O)c3ccccc3)c2)cc1[N+](=O)[O-],-0.1,0.1,-4,1
Cn1c(C(=O)O)c(CC(=O)NCc2ccc(F)cc2)c2ccccc21,0.1,0.5,63*,-5
CCOc1cc(/C=N/NC(=O)c2nc3ccccc3c(=O)[nH]2)ccc1O,-0.4,0.8,-1,5
CCOC(=O)c1cccc(NC2=C(Cl)C(=O)N(c3cccc(Cl)c3)C2=O)c1,0.1,-0.8,18,7
CCN(CC)C(c1cccs1)c1c(O)[nH]c(=S)[nH]c1=O (configuration not stated),0.6,4.1,19,1
CC(C)C(C)(C#N)NC(=O)c1cccnc1Oc1ccc(F)cc1 (configuration not stated),0.2,-0.1,6,-3
OCCC1CCCCN1c1ccnc2c(-c3ccc(O)cc3)cnn12 (configuration not stated),0.2,-1.1,-4,93*
CN1c2ncccc2C(=O)NC12CCN(C(=O)CN1CCCC1=O)CC2,-0.1,0.7,-2,-6
Cc1ccc(Cl)cc1NS(=O)(=O)c1ccc(NS(C)(=O)=O)cc1,-0.2,0.0,4,5
Cc1ccc(N2C(=O)NC(=O)/C(=C\c3ccc(O)c(I)c3)C2=O)cc1,-0.1,-0.9,3,4
CCN(CC)C(=O)Cn1c(=O)n(CCc2ccccc2)c(=O)c2ccccc21,0.0,-0.4,11,-5
COc1ccc(-c2[nH]ncc2C(=O)NCc2cccc(OC)c2)cc1,-0.1,-0.9,-4,-2
CCOC(=O)C1C(=O)C=C(c2ccc(OC)cc2)CC1c1ccccc1 (configuration not stated),-0.1,2.1,6,-2
CC(=O)N1CCC(N(CCCOC(C)C)C(=S)Nc2cccc(C)c2)CC1,0.0,3.5,-5,3
C=CCn1c(SCC(=O)Nc2nnc(C)s2)nnc1-c1cccs1,0.0,-0.8,12,8
O=C(Cn1ncc2c1-c1ccccc1OC2)N1CCN(c2ccccn2)CC1,1.6,-0.3,30,-2
COc1cc([N+](=O)[O-])cc2cc(C(=O)Nc3ccc(Br)cc3)c(=O)oc12,0.0,1.0,-8,-18
CC1=NN(c2ccc(Br)cc2)C(=O)/C1=C/c1cccs1,-0.3,1.3,13,-7
COCCn1c(=O)[nH]c2cc(C(=O)NC3CCC(C)CC3)ccc2c1=O (configuration not stated),0.0,-0.3,-3,16
CCOC(=O)N1CCN(C(=O)c2cccc(F)c2)CC1,-0.1,0.5,10,9
Cc1cc(=O)oc2cc(O)c3c(c12)OC(N)=C(C#N)C3c1cccnc1 (configuration not stated),0.0,0.7,14,0
O=C(NCCN1CCOCC1)C1CCN(c2ccc(NC3CCN(Cc4ccccc4)CC3)nn2)CC1,-0.1,-0.4,9,2
NC1=NC(=O)CC(C(=O)Nc2ccc(I)cc2)S1 (configuration not stated),-0.3,0.7,-8,0
C=CCn1c(SCc2ccc3c(c2)OCO3)nc2sc(C)c(C)c2c1=O,0.2,1.2,10,-7
Cc1c(NC(=O)Cc2ccccc2[N+](=O)[O-])cccc1[N+](=O)[O-],0.2,0.2,21,0
O=C(c1ccc(F)cc1F)N1CCN(c2cc(N3CCOCC3)c(F)cc2[N+](=O)[O-])CC1,1.5,-1.1,11,11
Cn1c(SCC(=O)NC2CCCC2)nnc1-c1cccs1,-0.2,0.5,-1,0

# One compound at a time, from the list above. Order of screens: FBW7 act | GPR151 activ | MITF primary | TEAD-YAP inh
# Cc1c(NC(=O)Cc2ccccc2[N+](=O)[O-])cccc1[N+](=O)[O-] as listed: 0.2 | 0.2 | 21 | 0
# COc1ccc(-c2[nH]ncc2C(=O)NCc2cccc(OC)c2)cc1 as listed: -0.1 | -0.9 | -4 | -2
# O=C(NCCN1CCOCC1)C1CCN(c2ccc(NC3CCN(Cc4ccccc4)CC3)nn2)CC1 as listed: -0.1 | -0.4 | 9 | 2
# CCOC(=O)C1C(=O)C=C(c2ccc(OC)cc2)CC1c1ccccc1 (configuration not stated) as listed: -0.1 | 2.1 | 6 | -2
# CCN(CC)C(=O)Cn1c(=O)n(CCc2ccccc2)c(=O)c2ccccc21 as listed: 0.0 | -0.4 | 11 | -5

# Rows were taken by chance. About 3.4% of those tested had a hit in this group.
